High-throughput results from PubChem BioAssay.
ADAM17 inh: inhibitors of human ADAM17. recombinant ADAM17, EDANS/DABCYL FRET peptide cleavage. inhibition, % at 6.95 µM. 370,000 tested, 0.83% active. AID 720648;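 active means inhibition above the mean of compounds lying between control limits plus 3 SD, set per campaign, cut at about 8.5% in these data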;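 further: 0% = DMSO-only wells as the low control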
ASAP1 inh: inhibitors of human ASAP1 ArfGAP activity; Q9ULH1; ASAP1-stimulated ARF1 GTP hydrolysis, GDP FP detection; inhibition, % at 16.5 µM; 360,000 tested, 0.19% active; in the data active means inhibition above about 25%;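 further: 0% = vehicle with enzyme and substrate and 100% = no enzyme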
KLK7 zymogen act: activators of human kallikrein-7 zymogen; AID 652039; purified proKLK7, EDANS-DABCYL substrate fluorescence; 100% is mature enzyme control, 0% vehicle; 370,000 tested, 0.9% active; activation, % at 7 µM;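 active means activation above the mean of all tested compounds plus 3 SD, computed per campaign excluding outliers beyond control limits, cut at about 13% in these data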
LEDGF integ inh: blocks HIV-1 LEDGF/p75-dependent DNA integration; TR-FRET IN-LEDGF/p75 DNA integration, Eu/Cy5; AID 743269; inhibition, % at 3.7 µM; 370,000 tested, 0.64% active;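 active means inhibition above the screen-wide mean plus 3 SD, cut at about 13% in these data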;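 further: signal is the Cy5 over europium emission ratio at 671 and 618 nm; 0% = plate median of compound wells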
Tn7 DDE FP: DD(E)-Tn7 binding inhibition, primary FP screen. 370,000 tested, 0.13% active. FP displacement of FITC-Tn7 peptide from fibrin DD(E); 0% = median of compound wells per plate. inhibition, % at 8.3 µM;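 active means inhibition above the mean of compounds falling within the control limits plus 3 SD of them, cut at about 14% in these data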;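 further: 0% = plate median of compound wells and 100% = 10 µM Aha-Tn7 peptide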
Target sequence (P02675 whole entry, looked up): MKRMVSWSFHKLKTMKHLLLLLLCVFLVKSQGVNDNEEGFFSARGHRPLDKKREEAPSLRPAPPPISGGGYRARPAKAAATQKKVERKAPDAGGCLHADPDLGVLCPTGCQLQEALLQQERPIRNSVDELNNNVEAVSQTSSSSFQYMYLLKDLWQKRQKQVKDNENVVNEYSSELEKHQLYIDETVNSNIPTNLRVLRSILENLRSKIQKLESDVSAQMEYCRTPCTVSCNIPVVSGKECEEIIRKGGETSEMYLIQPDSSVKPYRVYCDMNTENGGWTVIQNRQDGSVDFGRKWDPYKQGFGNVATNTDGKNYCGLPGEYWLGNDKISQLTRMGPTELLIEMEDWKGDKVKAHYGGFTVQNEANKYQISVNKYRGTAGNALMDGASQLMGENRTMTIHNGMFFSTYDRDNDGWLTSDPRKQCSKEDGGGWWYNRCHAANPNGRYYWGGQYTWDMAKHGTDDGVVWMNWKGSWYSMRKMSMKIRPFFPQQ
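Assay system: Fibrin-DD(E) protein isolated from polymerized human fibrin clots; read-out basis: percent inhibition; medium: Tris/NaCl/CaCl2 buffer, pH 7.8; signal: FP measurement; incubation: 10 min plus 3 h, room temperature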
ARFGAP1 inhibitor: inhibits rat ARF GTPase activating protein 1; 360,000 tested, 0.26% active; inhibition, % at 16.5 µM; Q62848; Arfgap1-stimulated ARF1 GTP hydrolysis, GDP FP detection;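 active means inhibition above a per-plate limit, mean inhibition of low control wells plus 3 SD, cut at about 25% in these data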;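 further: 0% = DMSO wells with enzyme and 100% = wells lacking Arfgap1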
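Repeats: one replicate per compound; assay system: rat Arfgap1 catalytic domain, aa 1-136; times: enzyme reaction 120 min at 25 °C after 20 min preincubation; detection: FP of antibody-bound GDP Alexa 633 tracer, ex 620/em 688 nm; benchmarks: high control wells lacking Arfgap1, low control full reaction with DMSO; reagent: human ARF1(Δ1-17)-GTP substrate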
TDP2 absorb: TDP2 (human) inhibition, absorbance primary screen | 370,000 tested, 0.34% active | recombinant TDP2, T5PNP hydrolysis, p-nitrophenol absorbance 415 nm | AID 720702 | O95551 | inhibition, % at 12.8 µM;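 active means inhibition above the mean of all tested compounds plus 3 SD, set per campaign, cut at about 25% in these data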;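 further: 0% = DMSO with enzyme and 100% = buffer with substrate but no TDP2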
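test system = human TDP2 enzyme | input = TDP2 enzyme at 120 nM final | medium = 50 mM Tris-HCl pH 7.5 with Mg2+, KCl, DTT, BSA | also added = T5PNP substrate, 5 mM | times = 2 h at 37 °C | technique = epi absorbance | benchmarks = high control without enzyme, low control DMSO plus TDP2 | replication = each compound tested once, singlicate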
Tn6 DDE FP: disrupts Tn6 cyclic peptide binding to fibrin D-Dimer-E complex | P02675 | Fibrin DD(E) TRITC-Tn6 fluorescence polarization displacement | inhibition, % at 8.3 µM | 370,000 tested, 0.21% active | AID 720509;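 active means inhibition above a per-campaign cutoff: mean of compounds within control limits plus 3 SD, cut at about 15% in these data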;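 further: 0% = median of all compound wells on the plate and 100% = blocking peptide control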
PLC-gamma1 inh: blocks human PLC-gamma1 enzyme activity; inhibition, % at 12.2 µM; 370,000 tested, 0.84% active; purified PLC-gamma1, fluorogenic substrate, fluorescence; in the data active means inhibition above about 9.5%
ADAM10 inh: inhibits human ADAM10; recombinant ADAM10, EDANS/DABCYL FRET peptide cleavage, 3 h; inhibition, % at 7 µM; 370,000 tested, 0.62% active; AID 720582;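 active means inhibition above a per-campaign cutoff equal to the mean of compounds falling between control-based bounds plus 3 SD, cut at about 20% in these data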;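 further: 0% = DMSO wells while the 100% control is not disclosed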
Target sequence (O14672 214-748 limits assumed): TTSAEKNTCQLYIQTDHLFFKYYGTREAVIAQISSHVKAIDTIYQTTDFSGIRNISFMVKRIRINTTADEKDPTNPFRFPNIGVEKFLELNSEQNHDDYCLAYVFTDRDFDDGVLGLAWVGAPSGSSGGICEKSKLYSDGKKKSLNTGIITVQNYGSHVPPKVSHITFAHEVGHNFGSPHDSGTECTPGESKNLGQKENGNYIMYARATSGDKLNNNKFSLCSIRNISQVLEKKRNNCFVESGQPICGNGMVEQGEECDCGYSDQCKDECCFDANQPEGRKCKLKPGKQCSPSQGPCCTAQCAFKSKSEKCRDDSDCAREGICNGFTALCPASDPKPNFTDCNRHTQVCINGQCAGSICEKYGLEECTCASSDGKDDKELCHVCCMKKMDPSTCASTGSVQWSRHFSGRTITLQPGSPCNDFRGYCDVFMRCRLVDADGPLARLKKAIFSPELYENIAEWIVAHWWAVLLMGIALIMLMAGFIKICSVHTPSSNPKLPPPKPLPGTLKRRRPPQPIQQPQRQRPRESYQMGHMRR
Active calls of the source: *.

SMILES	ADAM17 inh	ASAP1 inh	KLK7 zymogen act	LEDGF integ inh	Tn7 DDE FP	ARFGAP1 inhibitor	TDP2 absorb	Tn6 DDE FP	PLC-gamma1 inh	ADAM10 inh
COc1ccc(CCNC(=O)CNS(=O)(=O)c2ccc(Cl)cc2)cc1	1.1	-4.9	-0.1	-1.4	-2.8	3.1	-8.5	-4.2	0.7	3.2
COc1ccc(S(=O)(=O)N(C)CC(=O)N2CCN(C)CC2)cc1C	-2.2	3.2	-0.1	2.0	2.0	1.3	7.2	8.4	-2.3	-7.3
CN(C)CCNc1oc(-c2ccccc2Cl)nc1S(=O)(=O)c1ccccc1	-7.5	-8.0	-0.7	-4.8	4.4	-3.0	2.4	2.6	-1.0	-11.8
CC(=O)N(O)c1ccc(C=Cc2ccccc2)cc1	-10.1	-2.1	-1.4	-3.5	-3.7	6.1	3.7	1.7	-85.7	-42.2
Cc1cc(C)nc(NS(=O)(=O)c2ccc(NC(=O)c3cccs3)cc2)n1	-2.9	-11.7	-0.4	0.2	5.4	-0.2	0.9	0.4	-0.4	-1.4
O=C(NCc1ccccc1)c1ccccc1CO	4.0	5.3	0.1	3.3	-11.8	14.6	-5.4	1.5	5.9	1.7
O=C(O)CCc1ccc(-c2ccccc2)n1CC(=O)Nc1cccc(C(F)(F)F)c1	-23.9	10.2	-0.1	2.9	-9.9	-10.9	8.7	3.1	-25.6	-54.6
COc1cc(/C=C/C(=O)OCC(=O)c2c(N)n(C)c(=O)n(C)c2=O)ccc1OCC#N	-16.9	3.4	0.4	-3.5	9.3	3.4	13.7	3.6	-12.9	-32.9
O=C(N/N=C/c1ccncc1)c1cc(-c2ccc(Br)s2)[nH]n1	0.7	5.1	0.4	-0.1	-7.7	19.5	6.8	-5.1	1.1	-1.4
Clc1cc(Br)ccc1OCCCNCc1ccccc1	-0.3	-1.4	0.2	-0.1	-2.9	14.0	11.4	-2.4	3.3	3.4
COc1ccccc1CNC(=O)c1cn(C)c2ccc(S(=O)(=O)N3CCCC3)cc2c1=O	-2.6	5.7	0.1	3.5	0.9	-0.3	2.4	6.0	1.0	-0.7
CC(C)(C)c1nnc(NC(=O)Cc2ccc(Br)cc2)s1	-1.9	6.6	0.3	-4.2	-9.6	9.3	0.5	7.0	0.9	-4.0
Cc1noc(C)c1C(=O)N1CCc2ccccc21	1.6	-3.4	-7.7	-2.2	0.3	5.1	-4.6	-5.2	-3.4	7.2
CCCSc1nc2c(cnn2-c2ccccc2)c(=O)n1N	0.0	-4.3	0.3	-3.0	1.2	12.8	-6.9	5.1	0.1	-8.4
O=C(Nc1cccc2cccnc12)c1ccc2sc([C@@H]3O[C@H](CO)[C@H](O)[C@H](O)[C@H]3O)nc2c1	-1.5	0.6	-0.7	-0.6	0.1	-5.5	4.8	0.8	-3.7	-3.1
O=c1[nH]nnc2c1cnn2-c1ccccc1	1.4	8.2	-0.2	4.5	-3.3	-7.4	5.8	-0.5	-1.3	-0.5
CCCCNc1cccc2c1S(=O)(=O)N[C@@H](C)CO2	-3.0	6.0	0.1	0.8	3.2	6.5	10.7	-1.8	0.3	-5.7
Cc1ccccc1NC(=O)c1ccc(CN2CCC(Cc3ccccc3)CC2)cc1	-0.2	1.7	0.3	0.4	2.7	-5.7	2.1	-3.5	-1.3	12.5
CC1CN(C(=O)c2cccc(S(=O)(=O)Nc3ccccc3Cl)c2)CC(C)O1 (stereo unspecified)	-1.2	1.7	-0.1	1.3	-0.8	10.2	-4.4	0.4	-1.3	4.2
CCc1nc2ccc(C(=O)N3CCN(c4ccccc4)CC3)cn2c1N(C)CCC(C)C	-11.3	16.1	0.7	-0.7	-0.8	-3.2	1.0	0.4	-8.6	-49.5
Cc1[nH]c(=O)[nH]c(=O)c1NC(=O)c1ccccc1[N+](=O)[O-]	-5.8	2.2	-0.6	-1.7	-3.3	5.8	-0.7	5.2	-0.1	-21.8
Cc1cc(S(=O)(=O)NCC(C)C)ccc1OCC(=O)NCc1ccccn1	-4.3	-0.1	0.6	1.1	1.2	7.4	5.3	5.1	1.2	-6.5
O=C(c1ccc(-n2c(SCc3cccc(F)c3)nc3ccccc3c2=O)cc1)N1CCOCC1	-0.5	0.4	-0.5	0.9	-2.2	4.6	0.3	-1.8	0.6	-1.0
Cc1nn(CCC(N)=S)c2nc(-c3cccs3)cc(C(F)(F)F)c12	-118.6	5.4	10.2	0.9	-0.6	-4.1	-9.6	2.4	-26.2	-382.4
Cc1ccccc1OCCNC(=O)c1ccccc1Sc1ccccc1C#N	-1.8	-2.1	-0.2	-3.6	-2.6	-7.7	-2.5	3.1	-1.2	-3.1
O=C(COC(=O)CCCc1c[nH]c2ccccc12)Nc1ccc2c(c1)OCO2	-4.0	10.2	0.3	1.8	0.8	14.5	4.1	-1.2	-5.5	-13.1
O=C(O)c1ccc(NC(=S)NC(=O)c2cccnc2)cc1	-2.0	-4.9	0.5	-2.7	-0.1	15.9	5.7	-2.1	-0.8	-0.7
CC(Sc1cccc2cccc(C(=O)O)c12)C(=O)O (stereo unspecified)	-3.9	-7.4	-0.4	4.4	-0.6	2.4	-3.3	6.3	-0.5	-2.6
C=C(C)CSc1[nH]c(=O)cc(C)c1C#N	-2.9	1.3	-0.2	1.0	6.3	-4.5	-1.9	1.6	0.3	0.7
Cc1sc2nc(SCC(=O)Nc3c(C)n(C)n(-c4ccccc4)c3=O)n(C)c(=O)c2c1C	-2.9	-2.2	0.3	3.4	-3.1	6.6	7.3	-1.0	2.7	6.6
O=c1c(-c2ccc(F)cc2)coc2c3c(ccc12)OCCO3	-0.9	-4.3	-0.6	-2.8	-3.1	14.1	2.7	-13.3	-0.6	-4.4
C=C(C)CN=C1SC(C(=O)Nc2sc3c(c2C(=O)OC)CCC3)C(N)=C1C(N)=O (stereo unspecified)	1.6	11.3	-0.2	-1.4	-0.1	-3.4	0.0	4.4	-16.0	-10.0
Cc1ccc(CCNS(=O)(=O)c2ccc3c(c2)NC(=O)CCS3)cc1	3.9	4.7	0.0	0.3	4.9	-0.6	-6.8	2.5	2.4	3.2
CCCCC(=O)Nc1cc(-c2nc3ncccc3o2)ccc1C	-14.8	4.1	0.0	-0.7	-0.4	-0.5	0.0	2.8	-6.2	-32.7
CC(=O)C[C@H](O)CC(=O)[C@H]1OC(=O)CCCCC/C=C/Cc2ccccc21	-5.0	-6.9	-0.7	2.6	1.4	0.6	10.4	0.1	1.6	0.7
Cc1c(C(=O)Nc2ccccc2)oc2c1C(=O)CC(C)(C)C2	3.9	5.9	0.2	-3.8	-1.5	0.0	-5.4	1.5	3.2	-4.2
CCOc1cc(/C=N/NC(=O)C(=O)N2CCCC2)ccc1O	0.9	-7.9	0.0	3.5	5.6	-5.4	1.9	-1.5	0.3	1.0
COc1ccc(-c2c(C#Cc3ccsc3)c3cc(-c4ccc(C(N)=O)cc4)ccc3n2C)cc1	1.2	-2.6	-0.1	0.9	6.5	-2.9	-7.9	0.1	-18.1	-17.6
COc1ccc(/C=N/NC(=O)c2ccc(N3CCCC3=O)cc2)cc1	0.7	5.8	0.1	-1.0	5.6	2.4	-3.8	4.9	-3.5	-3.8
CCOC(=O)c1[nH]c2ccccc2c1NC(=O)c1ccco1	-2.6	-2.0	-0.1	-3.4	0.4	4.8	-8.6	1.0	-3.5	-0.3

Reprinted from the part before: 4 entries, followed by the next part.
SMILES	ADAM17 inh	ASAP1 inh	KLK7 zymogen act	LEDGF integ inh	Tn7 DDE FP	ARFGAP1 inhibitor	TDP2 absorb	Tn6 DDE FP	PLC-gamma1 inh	ADAM10 inh
CCOc1cc(/C=N/NC(=O)C(=O)N2CCCC2)ccc1O	0.9	-7.9	0.0	3.5	5.6	-5.4	1.9	-1.5	0.3	1.0
COc1ccc(-c2c(C#Cc3ccsc3)c3cc(-c4ccc(C(N)=O)cc4)ccc3n2C)cc1	1.2	-2.6	-0.1	0.9	6.5	-2.9	-7.9	0.1	-18.1	-17.6
COc1ccc(/C=N/NC(=O)c2ccc(N3CCCC3=O)cc2)cc1	0.7	5.8	0.1	-1.0	5.6	2.4	-3.8	4.9	-3.5	-3.8
CCOC(=O)c1[nH]c2ccccc2c1NC(=O)c1ccco1	-2.6	-2.0	-0.1	-3.4	0.4	4.8	-8.6	1.0	-3.5	-0.3
CNC(=O)NC(=O)COc1ccc2oc3c(c2c1)CCCC3	-5.6	4.3	0.1	-0.3	1.2	-6.6	1.0	-5.2	-0.6	-0.3
O=C(NCCCCNC(=O)c1ccc(F)cc1)c1ccc(F)cc1	-2.4	-2.6	0.2	-1.8	4.2	7.4	15.1	4.8	-2.5	2.0
O=C(CN1C(=O)NC(c2ccc(F)cc2)C1=O)Nc1ccc2c(c1)OCCO2 (stereo unspecified)	-5.7	9.5	0.1	-5.5	7.5	-7.2	-4.4	6.0	-3.4	-2.5
COc1ccc(N2C(=O)c3n[nH]c(C)c3C2c2ccc(F)cc2)cc1 (stereo unspecified)	-4.9	-6.8	-0.3	-2.4	2.9	3.2	8.7	0.1	2.8	-15.3
Cc1cc(NC(=O)C2CC=CCC2C(=O)O)ccc1NC(=O)c1ccccc1 (stereo unspecified)	-1.4	-2.5	0.1	-1.0	-2.3	9.8	7.8	0.6	1.2	-7.5

Reprinted at random: 3 records from the list
SMILES	ADAM17 inh	ASAP1 inh	KLK7 zymogen act	LEDGF integ inh	Tn7 DDE FP	ARFGAP1 inhibitor	TDP2 absorb	Tn6 DDE FP	PLC-gamma1 inh	ADAM10 inh
COc1ccc(N2C(=O)c3n[nH]c(C)c3C2c2ccc(F)cc2)cc1 (stereo unspecified)	-4.9	-6.8	-0.3	-2.4	2.9	3.2	8.7	0.1	2.8	-15.3
CNC(=O)NC(=O)COc1ccc2oc3c(c2c1)CCCC3	-5.6	4.3	0.1	-0.3	1.2	-6.6	1.0	-5.2	-0.6	-0.3
O=C(NCCCCNC(=O)c1ccc(F)cc1)c1ccc(F)cc1	-2.4	-2.6	0.2	-1.8	4.2	7.4	15.1	4.8	-2.5	2.0
